KDM5B inhibitor = inhibitors of human KDM5B histone demethylase; Q9UGL1; KDM5B demethylase, FDH-coupled NADH fluorescence (FDH is formaldehyde dehydrogenase); Potency, µM (top dose mostly 57.7 µM), for the others: top-dose activity change, negative = inhibition, usual class: inhibitors; 2.6% of 220,000 active; active = well fitted inhibition curve with a large enough effect; inconclusive = small, poorly fitted or top-dose-only effect; inactive = no such curve, though single readings can be large or run the other way; also: 0% is about no effect; nearly all actives have a fitted effect of over 70% in size
Target sequence (Q9UGL1 whole entry, looked up): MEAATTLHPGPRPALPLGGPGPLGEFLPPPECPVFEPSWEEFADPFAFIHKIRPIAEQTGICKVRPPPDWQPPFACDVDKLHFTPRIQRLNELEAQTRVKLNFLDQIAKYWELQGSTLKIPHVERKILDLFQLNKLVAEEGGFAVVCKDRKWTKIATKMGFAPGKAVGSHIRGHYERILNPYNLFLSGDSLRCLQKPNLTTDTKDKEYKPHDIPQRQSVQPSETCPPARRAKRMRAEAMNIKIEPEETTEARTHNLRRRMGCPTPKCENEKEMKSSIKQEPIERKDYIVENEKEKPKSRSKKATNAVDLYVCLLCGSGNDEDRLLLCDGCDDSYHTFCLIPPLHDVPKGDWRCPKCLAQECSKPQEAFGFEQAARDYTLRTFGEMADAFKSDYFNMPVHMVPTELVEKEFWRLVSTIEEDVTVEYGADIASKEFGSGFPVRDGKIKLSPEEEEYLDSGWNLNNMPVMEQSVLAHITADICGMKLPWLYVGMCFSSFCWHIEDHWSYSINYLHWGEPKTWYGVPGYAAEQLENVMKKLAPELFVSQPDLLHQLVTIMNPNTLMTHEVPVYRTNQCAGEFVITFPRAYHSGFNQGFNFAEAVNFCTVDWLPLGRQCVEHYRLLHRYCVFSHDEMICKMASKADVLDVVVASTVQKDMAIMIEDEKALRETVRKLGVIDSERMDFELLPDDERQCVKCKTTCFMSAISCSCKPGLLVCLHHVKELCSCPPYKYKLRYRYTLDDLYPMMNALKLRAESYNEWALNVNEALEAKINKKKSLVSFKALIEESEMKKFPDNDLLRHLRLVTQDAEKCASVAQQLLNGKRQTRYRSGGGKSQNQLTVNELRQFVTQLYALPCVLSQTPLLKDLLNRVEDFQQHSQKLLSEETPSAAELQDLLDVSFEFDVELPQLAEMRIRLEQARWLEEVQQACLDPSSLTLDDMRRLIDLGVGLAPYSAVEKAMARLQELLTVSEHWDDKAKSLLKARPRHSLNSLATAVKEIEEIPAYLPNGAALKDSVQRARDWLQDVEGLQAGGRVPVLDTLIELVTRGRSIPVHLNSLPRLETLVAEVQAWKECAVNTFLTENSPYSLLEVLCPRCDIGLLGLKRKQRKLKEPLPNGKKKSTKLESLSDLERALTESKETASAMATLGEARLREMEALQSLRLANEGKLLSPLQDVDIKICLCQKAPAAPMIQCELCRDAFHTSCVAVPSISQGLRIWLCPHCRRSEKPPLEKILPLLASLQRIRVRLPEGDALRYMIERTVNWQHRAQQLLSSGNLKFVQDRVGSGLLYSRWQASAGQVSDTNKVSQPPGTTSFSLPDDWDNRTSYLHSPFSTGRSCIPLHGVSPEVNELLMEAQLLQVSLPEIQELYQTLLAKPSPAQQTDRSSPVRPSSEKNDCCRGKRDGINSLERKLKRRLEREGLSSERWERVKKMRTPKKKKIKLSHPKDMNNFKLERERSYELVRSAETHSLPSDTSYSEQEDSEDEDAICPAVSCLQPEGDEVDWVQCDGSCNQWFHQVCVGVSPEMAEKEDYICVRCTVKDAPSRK
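Measured: NADH fluorescence change, 30 min, RT. System: KDM5BΔAP 200 nM final, H3K4me3 peptide, α-KG, Fe(II), ascorbate, NAD⁺ plus FDH, pH 7.5 HEPES. Compounds: titrated, 10 min pre-incubation with enzyme.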
Starred values were filed as active, the others as inactive; i = inactive; ? = inconclusive; & = joins results of further samples; [ ] = dose if it differs, or a comment. Potency is read from the fitted curve at half-maximal effect. Some of the compounds tested; the hit share may differ from the screen's.

The opening six compounds (preview)
KDM5B inhibitor | canonical_smiles
6% | CC1(c2ccccc2)N(Cc2ccccc2C#N)C(=O)OC12CCN(C(=O)c1cccc(O)c1)CC2 (stereo not given)
-10% | Fc1cccc(Cn2c(-c3cncs3)nc3ccccc32)c1
-6% | COc1cc(C2Nc3ccc(C)cc3[C@H]3OCCC[C@@H]23)cc(Cl)c1OC (stereo not given in full)
? | CCOc1ccc(NC(=O)Cn2c3ncccc3c(=O)n2-c2ccc(CC)cc2)cc1
-34% | O=C(C1CC=CCC1)N1CC(c2noc(C3CCCN3CC3CC3)n2)C1 (stereo not given)
-24% | COc1ccc(-c2nc(CS(=O)CC(=O)NCc3cccnc3)c(C)o2)cc1 (stereo not given)

The listing (from the top)
KDM5B inhibitor | canonical_smiles
6% | CC1(c2ccccc2)N(Cc2ccccc2C#N)C(=O)OC12CCN(C(=O)c1cccc(O)c1)CC2 (stereo not given)
-10% | Fc1cccc(Cn2c(-c3cncs3)nc3ccccc32)c1
-6% | COc1cc(C2Nc3ccc(C)cc3[C@H]3OCCC[C@@H]23)cc(Cl)c1OC (stereo not given in full)
? | CCOc1ccc(NC(=O)Cn2c3ncccc3c(=O)n2-c2ccc(CC)cc2)cc1
-34% | O=C(C1CC=CCC1)N1CC(c2noc(C3CCCN3CC3CC3)n2)C1 (stereo not given)
-24% | COc1ccc(-c2nc(CS(=O)CC(=O)NCc3cccnc3)c(C)o2)cc1 (stereo not given)
0% | CCCOc1ccc(CCCN=C(N)N)cc1Cl
? | COc1ccc(-c2nnc(SCC(=O)N(C)Cc3ccccc3)o2)cc1OC
? | COC(=O)c1ccc(Cl)cc1NC(=O)N1CCCn2nc(C)cc21
23% | COc1ccc(CC(=O)N(C)CC(=O)Nc2cccc(F)c2)cc1S(=O)(=O)N1CCOCC1
-8% | CC(=O)c1[nH]c(C)c(C(=O)N2CCCC(Nc3ccc(C(C)C)cc3)C2)c1C (stereo not given)
-11% | CCc1ccc(NC(=O)C2=C(C)NC(Nc3nc4ccccc4o3)=NC2c2ccccc2)cc1 (stereo not given)
0% | CC1CCN(C(CNC(=O)c2ccccc2C(F)(F)F)C(C)C)CC1 (stereo not given)
-8% | COc1cccc2cc(-c3nnc(SCC(=O)Nc4ccc(C)cc4)n3N)oc12
-27% | Cc1oc(C(N)=O)nc1-c1ccccc1
? | CCOc1ccccc1CNC(=O)c1nn(C)c2c1CS(=O)(=O)c1ccccc1-2
? | O=C(/C=C/c1cccc(F)c1)c1cccc(N2CCOCC2)c1
-7% | COc1ccccc1N=Nc1c(O)[nH]c2ccc(Br)cc12
-28% | O=C(c1ccc2c(c1)N(Cc1ccc(F)cc1)C(=O)c1ccccc1S2(=O)=O)N1CCCCC1
? | CCN(CC)c1ccc(NC(=S)Nc2cccc(C)c2)cc1
? | CCN(CC)c1ccc(-n2nc3cc(C)c(NC(=O)c4ccccc4F)cc3n2)cc1
18% | O=S1(=O)CCN2C(c3ccc(Cl)cc3Cl)=CSC2=N1
-16% | COc1cccc(C(=O)Nc2ccc3c(c2)CN(Cc2ccccc2F)C(=O)CO3)c1
-7% | Cc1nc2nc(NC(=O)C(C)(C)C)[nH]n2c(=O)c1Cc1ccccc1
9% | Cc1coc2cc3o/c(=N/O)c4c(c3cc12)CCC4
15% | N#CC(C(=O)Nc1cccc(C(F)(F)F)c1)=C1CCCC1
33% | CC(C)OCc1ccc(CNC(=O)CC(C)c2ccccc2)cc1 (stereo not given)
-23% | COCCN1C(=O)[C@H]2CN(Cc3cccn3C)C[C@H]2C1=O
-29% | CCn1ncc(N2CCCC(CC(=O)N3CCN(c4ccccn4)CC3)C2)cc1=O (stereo not given)
11% | COc1cccc(-c2cc(C(=O)NCCNc3nc(C)cc(=O)[nH]3)[nH]n2)c1
-7%[86.2 µM] | Cc1nn(-c2ccccc2)c(C)c1[C@@H]1C=C[C@@H](NCc2cccc(C#N)c2)C1
? | CCn1cc(-c2cc(C(=O)O)c3ccccc3n2)c(C)n1
15% | O=C(CSc1nc(-c2ccccc2)[nH]c1-c1ccccc1)Nc1ccc2c(c1)OCCO2
4% | CC(=O)Oc1ccc2c(=O)c(Oc3cc(C)cc(C)c3)coc2c1
5% | Cc1cc(C)cc(NC(=O)C2C3C=CC4(O3)C2C(=O)N(CCCN2CCCC2)C4C(=O)NC2CCCC(C)C2C)c1 (stereo not given)
? | O=C(NC1CCCC1)C1CCCN(C2CCN(Cc3ccncc3)CC2)C1 (stereo not given)
? | CCS(=O)(=O)c1oc(-c2ccc(F)cc2)nc1S(=O)(=O)c1ccccc1
-23% | CCOc1ccc(NC(=O)Cn2c(N3CCCCC3)nc(C)c(C)c2=O)cc1
3% | O=C1CCCN1CCCN1CC(C(=O)N(CCO)Cc2ccccc2)CCC1=O (stereo not given)
26% | COC[C@@H]1CN(Cc2cn(C)nc2C)C[C@H]1C(=O)NC1CC1
1% | CCOc1ccccc1C1NC(=O)N(CC(=O)NCc2ccccc2Cl)C2=C1C(=O)OC2 (stereo not given)
-21%[86.2 µM] | Cc1cc(OC2CN(Cc3cccc4ccccc34)C2)ccc1F
-7% | BrC(=C\c1ccccc1)/C=N/Nc1ccc2nncn2n1
-28% | CCOC(=O)CC(=O)CSc1nc2ccsc2c(=O)n1Cc1ccccc1
0% | Cc1ccc(COc2ccccc2CNc2ncn[nH]2)cc1
1% | Cc1cc(C(=O)NC2CCCCC2C)cs1 (stereo not given)
-19% | NC(=O)c1c(NC(=O)CS(=O)(=O)c2ccc(Cl)cc2)sc2c1CCCC2
? | Cc1ccc2scc(N3CCN(c4ccccc4)CC3)c(=O)c2c1
? | Cc1ccc(NS(=O)(=O)c2ccc3[nH]c4c(c3c2)CCCC4)cc1N(C)C
-5% | CCN(CC)Cc1c(C=O)sc2c1CCCC2
27% | O=C(Cc1ccccc1[N+](=O)[O-])N/N=C/c1cccnc1
-3% | COCCN(C)C[C@@H]1CN(C(=O)c2ccc(Cl)s2)C[C@@H]1CO
-25%[86.2 µM] | CC(C)(CC(=O)O)CC(=O)N1CCN2C(=O)N(CCc3cccs3)C(=O)[C@H]2C1
11% | CC(C)(C)NC(=O)CC(c1ccccc1)c1ccccc1
? | C/C(=N/NC(=O)c1cccc(C)c1)c1ccc2ccccc2c1
? | O=C(NC1CCCCC1)c1ccc(CSc2nc3cccnc3n2Cc2ccccc2F)cc1
? | CCCCOc1ccc(/C=C(/C#N)c2nc3ccccc3[nH]2)cc1OC
-2% | c1ccc(-n2cc(CN3CCC(N4CCSCC4)CC3)nn2)cc1
? | COc1ccc(-c2cc3nc(C4CCN(C(=O)OC(C)(C)C)CC4)c(C(=O)Nc4cc(Cl)cc(Cl)c4)cn3n2)cc1
? | COc1ccc(C)cc1Nc1nc(N)c2cc(OC)c(OC)cc2n1

The results go on.
KDM5B inhibitor | canonical_smiles
-7% | O=C(COc1ccc(F)cc1)Nc1ccc(C(=O)OCc2cc(=O)n3nc(C4CC4)sc3n2)cc1
? | CC(C)Cc1ccc2cc(C(=O)O)[nH]c2c1
? | CC(=O)N1CCC(N[C@@H]2C[C@H](Cn3cc(C4CC4)nn3)[C@@H](O)[C@H]2O)CC1
18% | CCCCNC(=O)c1ccccc1NC(=O)Cn1cnc2c1c(=O)n(C)c(=O)n2C
21% | Cc1cccc(OCc2nnc(SCC(=O)Nc3ccc(N4CCOCC4)cc3)o2)c1
28µM* | COc1cccc(CN2Cc3nc(Nc4cccc(F)c4)ccc3OCC2=O)c1
2% | CN(C)[C@H]1CN(C(=O)c2cccc(NCc3ccc(F)cc3)c2)C[C@@H]1O
40%[activator] | COc1ccc(S(=O)(=O)NC2CCc3n[nH]c(=O)n3CC2)cc1Cl (stereo not given)
-4% | O=C(NCc1ccco1)N1CCc2n[nH]c(=O)n2CC1
11% | COc1ccccc1NC(=O)N1CCC2(CCNC(=O)CC2)CC1
2% | Cc1nc2cc(NC(=O)c3ccc(F)c(F)c3)ccc2o1
1% | COc1ccc(-n2nc(C3CCN(C(=O)c4cccc(Cl)c4)CC3)[nH]c2=O)cc1
12%[11.5 µM] | Cc1cccc(N2CCN(C(=O)CCS(=O)(=O)c3ccc4c(c3)oc(=O)n4C)CC2)c1C
17% | O=[N+]([O-])c1ncn(C23CC4CC(CC(C4)C2)C3)n1
-6% | COc1ccc(-c2nsc(NC(=O)COc3ccccc3OC)n2)cc1
? | Cc1ccc2[nH]c(=O)c(CN(C)C(=O)c3cccc(Cl)c3)cc2c1
-20% | CCCCC(CC)Cn1c(Oc2ccccc2)nc2c1c(=O)n(C)c(=O)n2C (stereo not given)
4% | CCCCCCNc1nc2c(c(=O)n(C)c(=O)n2C)n1CCC
? | CCN1CCN(CC(O)COc2cccc(CN(C)Cc3cc(C)on3)c2)CC1 (stereo not given)
? | COc1ccccc1-c1cc(C(F)(F)F)nc(S(=O)(=O)CCCC(=O)Nc2cc(Br)ccc2O)n1
? | COc1ccc(CNC(=O)CN(C)S(=O)(=O)c2ccc3[nH]c4c(c3c2)CCCC4)cc1
10% | Cc1cccc(N2CCN(C(=O)NCc3noc4ccccc34)CC2)c1C
5% | O=C1CN(C(=O)Cn2ccc3ccc(OCc4ccccc4)cc32)CCN1
6% | Cc1cc(C)cc(NC(=O)C(C)N2Cc3ccccc3C2=O)c1 (stereo not given)
? | Cc1cc(OCC(=O)O)c(C)c2c1CC[C@@H]([C@H](C)C(=O)N1CCC(O)CC1)C2
14µM* | CC(C)(C)c1ccc(C(=O)Nc2nc3c(s2)C[C@@H]2[C@](C)(CO)[C@H](O)CC[C@@]2(C)[C@@H]3CC(=O)NCc2cccs2)cc1
? | Cc1c(CC(=O)NCCC(C)C)c(=O)oc2cc3c(cc12)CCC(C)(C)O3
-21% | Clc1ccc2nc(Nc3ccccc3Cl)nc(-c3ccccc3)c2c1
4% | Cc1noc(C2CC3(CCN(C(=O)C4CC4)CC3)CN2C)n1 (stereo not given)
6%&1% | CC1CCc2onc(C(=O)Nc3ccc(Cl)cc3)c2C1 (stereo not given)
-10% | COc1ccc(C(C)=O)cc1CN(C)CC(=O)Nc1cccc(F)c1
29% | O=C(Nc1ccncc1Cl)c1ccncc1
-8% | CCc1cccc2c(C(=O)Cn3nnc(-c4ccccc4C)n3)c[nH]c12
i | Cc1cn2nc(C(=O)NCCc3ccccc3)cc2c(N2CCCC2)n1
10% | c1ccc(C2=Nn3c(nnc3-c3ccco3)SC2)cc1
37% | COc1ccc(-n2nc(C(=O)NCC(=O)NC(C)C)c3ccccc3c2=O)c(OC)c1
-11% | CCC(=O)Nc1ccc(C2(C(=O)N3CCN(c4ccccc4)CC3)CCC2)cc1
10% | COc1ccccc1C(=O)N(Cc1ccc(C(C)C)cc1)C1CCS(=O)(=O)C1 (stereo not given)
-11% | O=C(CN1CCCN(Cc2ccc(F)cc2)S1(=O)=O)Nc1ccc2c(c1)OCCO2
? | CNc1nc2c(c(C(=O)N3CCCC3)n1)CN(C(=O)C(C)n1cc(C)cn1)CC2 (stereo not given)
-27% | Cc1nc2c(-c3ccccc3)c(C)nn2c(C)c1CCC(=O)NCc1cccc(Cl)c1
4% | COCC(c1ccccn1)N(C)C(=O)c1cc(S(N)(=O)=O)ccc1F (stereo not given)
? | COc1ccc(-c2ccc3c(c2)C(=O)N2C[C@H](O)C[C@H]2C(=O)N3)cc1
-27% | CCN1C(=O)CCN(Cc2ccc(O)cc2)CC12CCOCC2
23% | CCOc1cccc(CNC(=O)c2ccc(CN3C(=O)NC4(CCOCC4)C3=O)cc2)c1
-11% | O=C(c1ccccc1)N1CCCC(c2nc3c(nnn3Cc3ccc(F)cc3F)c(=O)[nH]2)C1 (stereo not given)
-16% | CC(C)(CNC(=O)C(Cl)(Cl)Cl)CNC(=O)C(Cl)(Cl)Cl
30%[activator] | COCc1ccc(CN2CCCC(CNC(=O)c3cccc(OC)c3OC)C2)o1 (stereo not given)

Next part (4 carried over from the part before).
KDM5B inhibitor | canonical_smiles
23% | CCOc1cccc(CNC(=O)c2ccc(CN3C(=O)NC4(CCOCC4)C3=O)cc2)c1
-11% | O=C(c1ccccc1)N1CCCC(c2nc3c(nnn3Cc3ccc(F)cc3F)c(=O)[nH]2)C1 (stereo not given)
-16% | CC(C)(CNC(=O)C(Cl)(Cl)Cl)CNC(=O)C(Cl)(Cl)Cl
30%[activator] | COCc1ccc(CN2CCCC(CNC(=O)c3cccc(OC)c3OC)C2)o1 (stereo not given)
7% | COC[C@@H]1CN(C(=O)CC2=CCCCC2)C[C@H]1c1nc(C2CC2)no1
-17% | COc1ccc(CN2C=C(C(=O)OCc3nc(-c4ccc(F)cc4)no3)C(C)=NS2(=O)=O)cc1
-25% | CNC(=O)CSc1nnc(-c2ccccc2F)n1CCc1ccccc1
-5% | O=C(c1cc2ccccc2oc1=O)N1CCCN(Cc2ccccc2)CC1
22% | Cn1c(=O)[nH]c(=O)c2c1nc(N1CCN(CC(N)=O)CC1)n2Cc1ccc(Cl)cc1
11% | Cn1ccnc1C(NCC(O)COCc1cccs1)c1ccccc1 (stereo not given)
22% | O=C(CCc1conc1-c1ccccc1)NCc1ccccc1F
-21% | O=C(N1CCCCCC1)C1(CCO)CC12CCOCC2 (stereo not given)

High-throughput results as filed in PubChem BioAssay.
